Compound activity from PubChem BioAssay.
PPARg SRC1 recr: PPARgamma-driven SRC-1 recruitment agonism. P37231. actives 0.41% (n = 200,000). AID 631. PPARgamma-SRC-1 coactivator recruitment biochemical assay. activation, % at 8 µM; in the data active = activation above about 19%;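 also: 0% = DMSO and 100% = reference agonist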
Target sequence (P37231 whole entry, looked up): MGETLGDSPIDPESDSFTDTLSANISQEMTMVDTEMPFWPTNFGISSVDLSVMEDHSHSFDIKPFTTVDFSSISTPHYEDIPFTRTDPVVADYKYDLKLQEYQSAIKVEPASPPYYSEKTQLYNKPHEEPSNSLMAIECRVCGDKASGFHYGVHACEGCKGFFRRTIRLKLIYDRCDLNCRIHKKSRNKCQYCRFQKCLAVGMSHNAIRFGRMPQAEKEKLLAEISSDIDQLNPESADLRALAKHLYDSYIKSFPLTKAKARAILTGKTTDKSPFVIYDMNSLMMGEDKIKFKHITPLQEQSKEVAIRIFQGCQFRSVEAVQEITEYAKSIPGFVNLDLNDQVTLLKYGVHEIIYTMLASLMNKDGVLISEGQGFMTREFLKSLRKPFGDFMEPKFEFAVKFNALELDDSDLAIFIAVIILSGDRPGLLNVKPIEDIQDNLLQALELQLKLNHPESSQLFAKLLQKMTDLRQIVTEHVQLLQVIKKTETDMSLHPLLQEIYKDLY
S1P3 antagonist: blocks the human S1P3 receptor; inhibition, % at 4.98 µM; Q99500; CHO S1P3 NFAT-BLA reporter, FRET fluorescence, antagonist mode; AID 485; actives 0.27% (n = 170,000);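 active = inhibition above the plate cutoff, the mean inhibition of test wells on that plate plus 3 SD, cut at about 28% in these data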;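 also: cells challenged with S1P at its EC80 of 0.8 µM; blue over green emission ratio from cleaved BLA substrate after 4 h stimulation; 0% = S1P-stimulated wells and 100% = unstimulated DMSO-only wells; some compounds past the cut are filed as inactive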
L major viab: inhibitors of Leishmania major promastigote growth; Leishmania major promastigotes, resazurin fluorescence viability; inhibition, % at 10 µM; actives 9% (n = 200,000); in the data active = inhibition above about 50%;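 also: promastigotes grown with compound for 44 hours at 28 °C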
bIAP act: increases bovine intestinal alkaline phosphatase activity | AID 1016 | purified bovine IAP, CDP-star luminescence, 30 min; stronger effect = higher value; fold of DMSO-control signal, blank-subtracted | activation factor at 20 µM | actives 0.17% (n = 200,000);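 active = activation factor of 2 or more at 20 µM, a signal rise over negative controls twice the positive control's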
PPARg SRC2 recr: PPARgamma-driven SRC-2 recruitment agonism | PPARgamma LBD-SRC-2 recruitment, biochemical | activation, % at 8 µM | actives 0.34% (n = 200,000) | AID 1032; in the data active = activation above about 22%;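 also: 0% = vehicle and 100% = reference agonist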
bIAP inhibitor: blocks bovine intestinal alkaline phosphatase activity; AID 1019; 190,000 tested, under 10 active; inhibition, % at 20 µM; purified bovine IAP, CDP-star luminescence, 30 min;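 active = over 50% inhibition of intestinal alkaline phosphatase at 20 µM in the single-dose screen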
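Incubation: 30 min reaction at room temperature / Material: purified bovine intestinal alkaline phosphatase (IAP) enzyme / Input: enzyme at 1/65,000,000 dilution / Dosing: 20 µM single dose / Signal: CDP-star luminescence signal / Reagent: CDP-star chemiluminescent phosphatase substrate, 30 µM final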
Redox H2O2 prof: compounds producing H2O2 with reducing agent – biochemical, NIH compound library profiling, artefact control for MLSCN library redox annotation, primary screen | activation, % at 10 µM | actives 0.03% (n = 200,000) | AID 878 | DTT-dependent redox cycling H2O2, phenol red/HRP absorbance; 100% = 100 µM peroxide control, 0% = buffer;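 active = activation of at least 50% relative to the plate's high and low controls in the primary single-dose screen; inactive = activation below 50%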;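 also: compound incubated with DTT at 0.8 mM final as the reducing agent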
TLR4 MyD88 comp: blocks binding of human TLR4 to MyD88; HeLa CL3-4 TLR4/MyD88 BLA complementation, FRET ratio; inhibition, % at 8.4 µM; actives 0.18% (n = 200,000); AID 861; in the data active = inhibition above about 25%;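 also: 0% = vehicle and 100% = reference inhibitor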
PPARg SRC3 recr: PPARgamma-driven SRC-3 recruitment agonism; P37231; biochemical PPARgamma/SRC-3 coactivator recruitment assay; activation, % at 8 µM; actives 0.26% (n = 200,000); AID 731; in the data active = activation above about 23%;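 also: 0% = DMSO and 100% = reference agonist; some compounds past the cut are filed as inactive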
ROMK primary: modulators of human ROMK potassium channel. P48048. Tet-inducible ROMK, thallium flux fluorescence; actives lie on both sides. B-score at 10 µM. actives 2% (n = 130,000);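 active = signal ratio slope over the read window, or its plate-corrected B-score, at least 3 SD from the plate mean, either direction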;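 also: B-score of the F/F0 ratio slope over 7 to 12 s after thallium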
Target sequence (P48048 whole entry, looked up): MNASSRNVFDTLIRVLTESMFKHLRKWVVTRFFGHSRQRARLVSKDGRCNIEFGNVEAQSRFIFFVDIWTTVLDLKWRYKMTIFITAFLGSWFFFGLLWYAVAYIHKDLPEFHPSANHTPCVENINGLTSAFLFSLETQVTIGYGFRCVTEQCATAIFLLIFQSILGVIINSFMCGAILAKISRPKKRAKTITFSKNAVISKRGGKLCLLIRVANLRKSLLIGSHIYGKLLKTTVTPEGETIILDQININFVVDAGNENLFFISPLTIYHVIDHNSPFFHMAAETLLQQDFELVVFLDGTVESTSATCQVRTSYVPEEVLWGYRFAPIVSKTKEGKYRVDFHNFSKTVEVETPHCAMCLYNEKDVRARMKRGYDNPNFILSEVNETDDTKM
SRC2 TRFRET art: counter-screen for PPARgamma SRC-2 recruitment agonists: TR-FRET artefact | actives 0.4% (n = 200,000) | TR-FRET ratio at 8 µM | stronger effect = higher value; in the data active = TR-FRET ratio above about 2000; also: inactives centre near 1500; reference of the scale not given here
* marks the source's active call; other numbers are inactive results; · = no result given.

SMILES	PPARg SRC1 recr	S1P3 antagonist	L major viab	bIAP act	PPARg SRC2 recr	bIAP inhibitor	Redox H2O2 prof	TLR4 MyD88 comp	PPARg SRC3 recr	ROMK primary	SRC2 TRFRET art
O=C(NNS(=O)(=O)c1ccccc1[N+](=O)[O-])c1ccncc1	1	-11	-4	0.9	6	14	-0.2	-3	8	-0.073	1618
CCCOc1ccc(C(=O)Nc2ccccc2[N+](=O)[O-])cc1	-2	·	-5	·	-9	·	2.0	4	8	·	1614
CSc1cccc(NC(=O)COc2cccc3ccccc23)c1	0	·	-1	0.9	3	10	0.4	0	-4	1.2	1587
CCCCCC(C)n1[nH]c(=O)cc1N (stereo not given)	1	·	40	0.9	12	8	-0.1	8	7	-0.00075	1683
O=C(/C=C/c1ccccc1)CC(=O)c1ccccc1O	6	-6	22	1	5	0	-1.3	-10	4	·	1500
COc1cc2c(cc1OC)C(C(=O)NCc1cccnc1)C(c1cccnc1)N(C)C2=O (stereo not given)	7	·	-3	1	-5	3	1.3	-11	2	0.04	1654
CN(CC(=O)N1CCN(c2ccccc2F)CC1)S(=O)(=O)c1cnc[nH]1	-3	·	-3	1.2	5	-15	0.4	-7	0	1.2	1436
Cc1nnc(NC(=O)Cc2cccs2)s1	-3	-56	0	1	2	4	-0.4	-7	5	·	1576
COc1ccc(Nc2nc(N3CCCCC3)c3ccccc3n2)cc1	3	·	100*	0.8	-1	20	2.4	-2	8	·	1448
CCOC(=O)c1cc([N+](=O)[O-])sc1NC(=O)c1ccc(S(=O)(=O)N2CC3(C)CC2CC(C)(C)C3)cc1 (stereo not given)	-3	-6	7	0.9	-16	10	0.2	-9	-2	-0.045	1332
COc1ccc(NC(=O)/C(C#N)=C\c2cc(C)n(-c3ccc(Oc4ccc([N+](=O)[O-])cn4)cc3)c2C)cc1	8	·	-5	0.8	11	19	0.8	-11	5	0.099	1522
C[C@@H](C(=O)Nc1ccc2ccccc2c1)[C@H]1C[C@]1(C)[C@H](NP(=O)(c1ccccc1)c1ccccc1)c1ccccc1	3	-18	2	1.1	-5	-7	1.0	6	2	-0.33	1514
O=C(NNc1cccc(Cl)n1)Nc1ccc(F)cc1	7	-10	34	1.1	5	-5	0.5	3	6	-0.99	1628
Cc1ccc(C(=O)N/C(=C\c2ccc(-c3ccc(Br)cc3)o2)C(=O)NCCCN(C)C)cc1	0	-16	100*	1.1	-1	-14	-2.1	2	2	-3.7*	1626
O=C(CC(NC(=O)c1ccccc1)c1ccccc1)Nc1ccc(F)c(F)c1 (stereo not given)	-3	4	19	1	5	-2	1.0	-9	-1	0.032	1662
Cc1nc(CN2CCCC2=NC#N)n(-c2ccccc2)n1	2	11	2	1	-8	-1	0.0	2	-7	0.0041	1369
CCc1c(C)nc(N)n2c(SCC(=O)Nc3ccccc3)nnc12	-3	·	-1	0.9	4	12	0.3	3	11	·	1564
Cc1cc(C)n(-c2nc(C(F)(F)F)nc3ccccc23)n1	-1	-2	24	1	-1	3	-0.3	-7	1	-0.024	1572
Cc1cccc(OCCCC(=O)Nc2ccc(S(=O)(=O)Nc3onc(C)c3C)cc2)c1	2	-32	-5	1	1	3	1.1	-6	-9	0.0045	1583
COc1ccc(CCn2c(-c3ccncc3)n[nH]c2=S)cc1OC	1	14	-5	0.9	-7	10	-0.3	0	2	-0.27	1612
Fc1ccc([C@@H]2CCNC[C@H]2COc2ccc3c(c2)OCO3)cc1	-3	3	·	1.1	10	-14	·	·	6	·	1409
COc1ccc(OC)c(Nc2ncnc3c2cnn3-c2ccccc2)c1	0	22	5	0.8	8	15	-0.2	4	12	0.065	1471
CN(C)CCNC(=O)c1cc2ccccc2oc1=O	-1	-23	-2	0.9	5	6	0.8	7	-1	·	1383
COc1ccc(S(=O)(=O)N2CC3CCCN3c3ccc(C(F)(F)F)cc32)cc1 (stereo not given)	-4	·	18	1	3	2	1.8	-8	7	·	1546
Cc1ccc(CNC(=O)CSc2ncccn2)cc1	-7	·	1	0.9	11	9	0.4	-12	9	1.1	1437
Clc1ccc(Nc2ncnc3ccc(Br)cc23)cc1	2	·	20	0.9	7	6	2.1	2	3	·	1568
Cc1nn(CCCNC(=O)C2CCCO2)cc1Br (stereo not given)	3	8	-5	1	7	-1	4.3	-6	-3	·	1483
O=C(NCCSCc1ccc(Cl)cc1Cl)c1ccc(CN2CCOCC2)cc1	2	·	89*	1	1	-3	2.4	-1	6	·	1547
CC(C)Cc1cc(C(=O)Nc2sc3c(c2C#N)CCCC3)no1	-5	29	-9	0.9	-6	8	-2.2	-4	-1	·	1538
CCCN1C(=O)/C(=C/c2ccc(C)o2)NC1=S	5	-15	5	0.8	10	23	-0.1	8	0	0.1	1452
CCOC(=O)c1c(C)oc2c1c(CN1CCN(CCO)CC1)c(O)c1ccccc12	11	6	9	0.9	-1	8	-0.3	8	1	0.29	1524
CC(/C=N/NC(=O)CCn1nnc2ccccc21)=C\c1ccccc1	-2	0	-2	1.5	0	-52	0.3	-13	-3	0.24	1644
Cn1c(Oc2ccc3c(c2)OCO3)nc2c1c(=O)n(Cc1ccccc1)c(=O)n2C	0	·	-1	1	7	4	-4.9	9	-2	·	1578
COc1ccc(S(=O)(=O)Nc2cc(C)ccc2OC)cc1C	0	-52	14	0.8	-1	20	-0.5	-4	2	·	1651
O=C(c1cccc(C(=O)N2CCN(c3ccccc3F)CC2)c1)N1CCN(c2ccccc2F)CC1	0	-4	-8	1.1	8	-9	-1.9	-8	5	0.082	1735
CC(Sc1nnc(-c2ccccc2Br)n1-c1cccc(C(F)(F)F)c1)C(N)=O (stereo not given)	-5	-5	2	1.1	-2	-7	0.5	-3	1	·	1314
COc1ccc(CCNC(=O)CC2Nc3ccccc3NC2=O)cc1OC (stereo not given)	5	-4	-2	1	2	-4	-0.8	-7	7	·	1670
S=C(NCCc1ccccc1)N1CCN(C2CCCCC2)CC1	-5	3	-13	1.3	6	-34	0.0	6	0	-2.7*	1548
COc1ccc(C(=O)N[C@H](C(=O)Nc2ccc(OC)nc2)C(C)C)cc1	-1	·	4	1	-2	-2	1.0	3	-8	-0.2	1415
Cc1oc(CC(C)C)c(CN)c1C(=O)O	-1	·	-5	0.9	-9	12	0.2	-1	-1	0.66	1315
Cc1cc(Nc2ccc(F)c(Cl)c2)n2ncnc2n1	4	-32	-5	0.4	4	·	-0.1	-9	8	·	1594
CCOc1ccc(NC(=O)CCN2C(=S)NC(C)(C)CC2C)cc1 (stereo not given)	3	5	-3	0.9	2	10	-1.2	1	1	-0.014	1558
Cc1cc(C(=O)OCC(=O)c2cccs2)c2ccccc2n1	6	-19	-6	1	5	1	0.1	-1	3	-0.95	1661
Nc1nc(Cl)nc2c1ncn2[C@@H]1O[C@H](CO)[C@@H](O)[C@H]1O	5	-7	-2	1.1	4	-11	-0.5	-8	3	·	1672
COc1cc(C(=O)N2CCN(c3ccccc3)CC2)c([N+](=O)[O-])cc1OC	6	-2	-1	1.3	5	-29	-1.4	12	10	0.47	1514
COc1ccc(-c2nc(-c3cccc(C)c3)nc(Cl)c2C#N)cc1	0	·	26	0.9	7	10	-0.9	2	7	0.25	1332
COc1ccc(-c2nnc(SCCc3ccccc3)n2N)cc1	8	-56	-1	0.8	3	16	-6.9	9	-7	·	1532
CCN(CCNC(=O)CN1CCN(Cc2ccc(Cl)cc2)C1=O)c1ccccc1	-1	·	15	1.1	-1	-9	-0.4	3	-5	-2.2	1517
CCCCC(=O)NC(=S)NNC(=O)CC	1	·	-2	0.9	-2	8	0.2	14	-1	·	1492
Cc1ncoc1C(=O)NCCC(c1ccccc1)c1ccccc1	2	-6	1	1.1	4	-11	-0.5	-4	-1	0.55	1509

Continuation:
SMILES	PPARg SRC1 recr	S1P3 antagonist	L major viab	bIAP act	PPARg SRC2 recr	bIAP inhibitor	Redox H2O2 prof	TLR4 MyD88 comp	PPARg SRC3 recr	ROMK primary	SRC2 TRFRET art
COc1ccccc1C(=O)Nc1nc2cc3c(cc2s1)OCCO3	0	-2	75*	1	7	5	-0.9	-6	5	·	1560
COc1cc(/C=N/N=C(/N)c2nonc2N)cc(Br)c1OCc1cccc(C)c1	-2	·	41	0.4	-2	·	0.4	-9	2	0.55	1354
CCn1cc([N+](=O)[O-])c(C(=O)Nc2cc(C)on2)n1	4	·	20	0.9	2	8	1.2	-5	6	-0.65	1550
COc1ccc(C)cc1S(=O)(=O)N(C)CC(=O)NC1CCCCC1	-5	-14	4	1	-1	-3	1.0	-4	0	-0.25	1361
COc1ccc2nc(NC(=O)C3CCCN(S(=O)(=O)c4c(C)noc4C)C3)sc2c1 (stereo not given)	2	-7	17	0.9	-1	11	-2.8	4	4	·	1541
Nc1nnc(Sc2ncccc2[N+](=O)[O-])s1	5	-5	35	0.8	-6	17	-0.6	-24	3	-0.062	1620
Cc1ccc(C(=O)O)cc1S(=O)(=O)N1CCCC1	1	·	-4	0.9	-4	6	0.3	20	3	-1.3	1371
O=C(Cc1ccccc1)N1CCC(C(=O)N2CCN(c3ccc(F)cc3)CC2)CC1	3	·	-2	1	3	-4	-0.2	-18	5	·	1549

Grouped by structure, the entries above containing a nitro group on carbon
SMILES	PPARg SRC1 recr	S1P3 antagonist	L major viab	bIAP act	PPARg SRC2 recr	bIAP inhibitor	Redox H2O2 prof	TLR4 MyD88 comp	PPARg SRC3 recr	ROMK primary	SRC2 TRFRET art
O=C(NNS(=O)(=O)c1ccccc1[N+](=O)[O-])c1ccncc1	1	-11	-4	0.9	6	14	-0.2	-3	8	-0.073	1618
CCCOc1ccc(C(=O)Nc2ccccc2[N+](=O)[O-])cc1	-2	·	-5	·	-9	·	2.0	4	8	·	1614
CCOC(=O)c1cc([N+](=O)[O-])sc1NC(=O)c1ccc(S(=O)(=O)N2CC3(C)CC2CC(C)(C)C3)cc1 (stereo not given)	-3	-6	7	0.9	-16	10	0.2	-9	-2	-0.045	1332
COc1ccc(NC(=O)/C(C#N)=C\c2cc(C)n(-c3ccc(Oc4ccc([N+](=O)[O-])cn4)cc3)c2C)cc1	8	·	-5	0.8	11	19	0.8	-11	5	0.099	1522
COc1cc(C(=O)N2CCN(c3ccccc3)CC2)c([N+](=O)[O-])cc1OC	6	-2	-1	1.3	5	-29	-1.4	12	10	0.47	1514
CCn1cc([N+](=O)[O-])c(C(=O)Nc2cc(C)on2)n1	4	·	20	0.9	2	8	1.2	-5	6	-0.65	1550
Nc1nnc(Sc2ncccc2[N+](=O)[O-])s1	5	-5	35	0.8	-6	17	-0.6	-24	3	-0.062	1620
